# Bioassay records deposited in PubChem by National Center for Advancing Translational Sciences (NCATS).
# 4-MU autofl: qHTS Assay for Spectroscopic Profiling in 4-MU Spectral Region; compound autofluorescence, 340/450 nm, 4-MU equivalents; hits give high values; max dye-equivalent concentration, M; 59,000 tested, 11% active; AID 589, 2007; in the data active means max dye-equivalent concentration above about 10 nM; inconclusive means mostly about 1.1 nM to 9.6 nM
#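 Compounds in 100 mM Tris, pH 8.0, sat 15 min at room temperature before fluorescence was read at 340 nm excitation/450 nm emission; a per-plate six-point 4-MU standard curve converted signals to dye-equivalent concentration at each compound concentration.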
# USP2a inhib: qHTS Assay for Inhibitors of Ubiquitin-specific Protease USP2a; USP2a enzymatic assay, qHTS inhibition; Potency, µM (doses to about 38.3 µM), for the others: at the highest dose activity change, negative = inhibition, most hits filed as inhibitors; 60,000 tested, 0.1% active; AID 927, 2007;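 further: potency means the concentration at half of the fitted maximal effect; nearly all actives have a fitted effect of over 60% in size; plate controls were DMSO for no effect and NEM full inhibition control for full effect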
#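 USP2 core (20nM final) preincubated 30 min RT with compound, then Ub-PLA2 20nM and NBD C6-HPC 20uM final added; buffer 20mM Tris-HCl pH 8.0, 2mM CaCl2. Fluorescence Ex 460/Em 535 read at 0 and 2.5 h; normalized to NEM.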
# Casp7 inh: qHTS Assay for Allosteric/Competitive Inhibitors of Caspase-7; P55210; recombinant caspase-7, Ac-DEVD-AFC fluorescence rate; Potency, µM (series often up to 57.5 µM), for the others: at the highest dose activity change, negative = inhibition, hits mostly inhibitors; 75,000 tested, 0.02% active; active means well fitted inhibition curve with a large enough effect in the main read-out, with a control signal flat, not every such curve was filed as active; inconclusive means small, poorly fitted or top-dose-only effect, or a change in a side signal; further: potency means the concentration at half of the fitted maximal effect; % of control where 0% means no effect
# Target sequence (P55210 24-198 limits assumed): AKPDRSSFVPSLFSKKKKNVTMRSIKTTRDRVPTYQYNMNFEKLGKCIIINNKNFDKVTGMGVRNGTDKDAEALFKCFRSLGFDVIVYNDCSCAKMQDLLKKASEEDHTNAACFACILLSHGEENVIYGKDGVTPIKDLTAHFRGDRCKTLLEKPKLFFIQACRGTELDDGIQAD
# Target sequence (P55210 207-303 limits assumed): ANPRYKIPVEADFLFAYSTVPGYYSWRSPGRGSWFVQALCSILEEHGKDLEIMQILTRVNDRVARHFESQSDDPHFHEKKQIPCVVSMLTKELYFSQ
# HEK293 cAMP ctrl: qHTS Assay for Agonists of the Thyroid Stimulating Hormone Receptor: Activators of Intracellular cAMP Concentrations in Parental HEK 293 | parental HEK293 CNG cAMP sensor, membrane potential fluorescence | AID 938, 2007 | 73,000 tested, 2.5% active | Potency, µM (series often up to 57.1 µM), inactives show top-dose activation, most hits filed as activators; further: potency means the concentration at half of the fitted maximal effect; % of control where 0% means no effect; nearly all actives have a fitted effect of over 55% in size
#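 Parental HEK 293 cells stably expressing a cAMP-gated CNG channel were loaded with membrane potential dye containing 100 uM RO 20-1724 for 60 min. Compound added for 30 min; depolarization read as fluorescence intensity at 590 nm.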
# TexasRed autofl: qHTS Assay for Spectroscopic Profiling in Texas Red Spectral Region. Compound fluorescence, Texas Red channel, 547/618 nm; hits give high values. max dye-equivalent concentration, M. 59,000 tested, 0.06% active. AID 587, 2007; in the data active means max dye-equivalent concentration above about 10 nM; inconclusive means between about 1.1 nM and that limit
#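 Texas Red-region profiling: compounds in 100 mM Tris pH 8.0 were read at 547/618 nm after 15 min at room temperature. Intensities were normalized against a six-point Texas Red standard series to give dye-equivalent concentration.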
# BRCT PPI green: qHTS Assay for Inhibitors of BRCT-Phosphoprotein Interaction (Green Fluorophore); 75,000 tested, 0.05% active; AID 875, 2007; Potency, µM (top dose mostly 76.9 µM), for inactives: at the highest dose activity change, negative = inhibition, most hits filed as inhibitors; BRCA1 BRCT-phosphopeptide binding, green fluorescence polarization;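 further: potency means the concentration at half of the fitted maximal effect; plate controls were peptide without protein for full effect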
#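 Fluorescence polarization: His-tagged BRCT (~35 kDa BRCA1 C-terminus, 250 nM) bound to 100 nM fluorescein-labeled phosphorylated 10-aa BACH1 peptide, pH 7.3 phosphate buffer with DTT and Tween 20. Compounds incubated 12 min at room temperature; inhibition read as lowered polarization.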
# BRCT inh red: qHTS Assay for Inhibitors of BRCT-Phosphoprotein Interaction (Red Fluorophore); Breast cancer type 1 susceptibility protein (Homo sapiens), P38398; BRCT-phosphopeptide binding, red fluorescence polarization; 75,000 tested, 0.03% active; Potency, µM (doses to about 76.9 µM), for the others: top-dose activity change, negative = inhibition, actives largely listed as inhibitors; further: on the % scale 0 is the no-effect control and ±100 the full control effect
#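 Fluorescence polarization: 100 nM His-tagged BRCA1 BRCT with 100 nM TAMRA-labelled phospho-BACH1 decapeptide, phosphate buffer pH 7.3 with 150 mM NaCl, DTT, 0.01% Tween 20; 12 min RT. Binding inhibition seen as FP decrease.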
# Fluorescein fluor: qHTS Assay for Spectroscopic Profiling in Fluorescein Spectral Region; Compound autofluorescence, 480/540 nm, fluorescein-equivalent; hits give high values; max fluorescein-equivalent concentration, M; 59,000 tested, 0.91% active; AID 593, 2007; in the data active means max fluorescein-equivalent concentration above about 10 nM; inconclusive means between about 1.1 nM and that limit
#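 Compounds (23 nL) in 100 mM Tris pH 8.0, 15 min at room temperature, then fluorescence read at 480 nm excitation/540 nm emission. Signal converted to fluorescein-equivalent concentration from an on-plate fluorescein standard curve.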
# Casp1 inh: qHTS Assay for Allosteric/Competitive Inhibitors of Caspase-1. P29466. Caspase-1 enzyme, Ac-WEHD-AFC fluorogenic rate. Potency, µM (titrated, usually from 57.5 µM), inactives show at the top dose activity change, negative = inhibition, usual class: inhibitors. 75,000 tested, 0.03% active;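 further: potency means the concentration at half of the fitted maximal effect; plate controls were vehicle for no effect and no substrate for full effect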
# Target sequence (P29466 120-297 limits assumed): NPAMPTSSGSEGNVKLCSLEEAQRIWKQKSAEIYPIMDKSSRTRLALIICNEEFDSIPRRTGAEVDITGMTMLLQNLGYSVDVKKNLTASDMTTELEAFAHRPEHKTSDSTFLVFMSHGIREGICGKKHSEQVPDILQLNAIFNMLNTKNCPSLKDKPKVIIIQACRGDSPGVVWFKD
# Target sequence (P29466 317-404 limits assumed): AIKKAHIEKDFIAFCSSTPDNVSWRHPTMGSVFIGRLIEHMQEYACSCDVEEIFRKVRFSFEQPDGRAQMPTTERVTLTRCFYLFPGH
# A350 autofl: qHTS Assay for Spectroscopic Profiling in A350 Spectral Region; Compound autofluorescence, 340/450 nm, Alexa 350 dye-equivalents; hits give high values; max dye-equivalent concentration, M; 59,000 tested, 11% active; AID 590, 2007; in the data active means max dye-equivalent concentration above about 10 nM; inconclusive means mostly about 1.1 nM to 9.6 nM
# Rhodamine fluor: qHTS Assay for Spectroscopic Profiling in Rhodamine Spectral Region; Rhodamine-region fluorescence, 547/598 nm, Tris buffer; hits give high values; 59,000 tested, 0.05% active; max dye-equivalent concentration, M; in the data active means max dye-equivalent concentration above about 11 nM; inconclusive means between about 1.1 nM and that limit
#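 A six-point rhodamine series on each plate calibrates the signal. Compounds sit in 100 mM Tris (pH 8.0) for 15 min at ambient temperature before imaging through 547 nm/598 nm filters.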
# * hit, by the source's call; i = inactive; ? = inconclusive; · = not tested or not shown; [ ] = dose if it differs, or a comment. Unless noted, the call rests on the fitted dose curve; in most records, active means well fitted curve in the direction sought with a large enough effect; inconclusive means small, poorly fitted or top-dose-only effect, or another doubt; inactive means no such curve, though single readings can be large; an effect the other way counts as inactive or inconclusive. This is a subset; count on the stated rates, not on these rows.
SMILES,4-MU autofl,USP2a inhib,Casp7 inh,HEK293 cAMP ctrl,TexasRed autofl,BRCT PPI green,BRCT inh red,Fluorescein fluor,Casp1 inh,A350 autofl,Rhodamine fluor
COc1cc(-c2nc3oc4ccccc4c(=O)c3c(=O)n2Cc2ccco2)cc(OC)c1OC,i,33.4%[activator],-2.8%,-5.2%,i,-1.4%,1.9%,i,-0.6%,?,i
COc1cccc(C(=O)OCn2nnc3ccccc3c2=O)c1,i,-2.9%,-0.9%,8.2%,i,-0.4%,0.0%,i,-4.8%,i,i
C/C(=C1/SC(N2CCCC2)=NC1=O)c1ccc(Br)cc1,i,23.9%,0.3%,29.1%,i,3.7%,0.2%,i,-0.9%,i,i
CC(C)CCNC(=O)CN(C(=O)CCC(=O)Nc1ccccn1)c1ccc2c(c1)OCO2,i,6.8%,2.7%,?,i,-0.3%,0.6%,i,2.4%,i,i
O=C1Cn2c(nc3ccccc32)-c2ccccc2N1,?,4.4%,-3.3%,-1.9%,i,0.4%,-1.0%,?,-4.1%,?,i
CC(=O)NCCC(Cc1ccccc1)c1ccco1 (stereo unspecified),i,-7.5%,0.8%,0.6%,i,-2.0%,0.7%,?,1.6%,i,i
COc1cccc(-c2nc(CSCC(=O)N3CCc4ccccc43)c(C)o2)c1,i,-7.8%,-3.4%,?,i,1.1%,-1.4%,i,1.1%,i,i
O=C1[C@H]2O[C@@H]2[C@@H](O)[C@H]2[C@H]1CCn1c(=O)n(Cc3cc4c(cc3Cl)OCO4)c(=O)n12,·,·,-6.9%[11.5 µM],1.8%[11.4 µM],·,-2.7%[15.4 µM],1.1%[15.4 µM],·,0.4%[11.5 µM],·,·
N#Cc1cccc(NC(=O)N2CC[C@@]3(CCCN(C(=O)c4cnccn4)C3)C2)c1,i,0.0%,0.6%,2.0%,i,-2.0%,-0.9%,i,-0.7%,i,i
C=CCN=C(NC#N)SCC(=O)c1cccc(OC)c1,i,-1.1%,-1.5%,4.1%,?,0.9%,-0.2%,i,1.4%,i,i
CC(C)OC(=O)CSc1nc2ncccc2[nH]1,i,7.8%,0.6%,3.2%,i,-0.8%,-0.6%,i,1.1%,i,i
Cc1cc(C(=O)N2CCN(c3ncccn3)CC2)c2cc(F)ccc2n1,i,3.0%,0.7%,5.4%,i,-1.3%,0.8%,i,-2.4%,i,i
CCOC(=O)c1ccc(NC(=O)CSc2nc(SC)ns2)cc1,i,17.0%,-2.1%,?,i,1.8%,-0.5%,i,-2.2%,i,i
Cc1csc(NC(=O)CSc2nnc(-c3ccncc3)n2C)n1,i,-1.1%,0.9%,7.6%,i,-2.9%,-0.1%,i,-2.3%,i,i
CN1CCN(S(=O)(=O)c2ccc(-c3ccc(S(=O)(=O)N4CCN(C)CC4)cc3)cc2)CC1,·,-3.7%,-0.8%,11.8%,·,-2.5%,0.1%,·,-0.1%,·,·
COC(=O)Cn1cc(C(=O)C2CC2)c2ccccc21,i,-5.7%,1.5%,4.2%,i,0.0%,1.2%,i,-0.7%,i,i
CCCc1nn(C)c2c1C(c1cccnc1)C(C#N)=C(N)O2 (stereo unspecified),i,·,·,·,i,·,·,i,·,i,i
O=C(CSC1=NCCN1)NC12CC3CC(CC(C3)C1)C2,i,-0.3%,0.4%,-6.5%,i,-0.4%,0.1%,i,-0.4%,i,i
O=C(NCC1CCCO1)c1ccc2c(c1)OCO2 (stereo unspecified),·,0.3%,-0.8%,-5.8%,·,-0.4%,0.3%,·,0.2%,·,·
COc1ccc(C(=O)Nc2ccc(OC)c(OC)c2)cc1,i,-7.8%,-1.1%,1.0%,i,-12.8%,-0.1%,i,0.1%,i,i
COCCn1c(=O)c(-c2ccc(F)cc2)nc2cnc(Oc3cccc(Cl)c3)nc21,?,9.6%,-11.5%,9.3%,i,-4.1%,-2.1%,i,-7.6%,?,i
Cc1cc(NC(=O)C2CC(c3ccc(F)cc3)=NO2)n(-c2ccccc2)n1 (stereo unspecified),·,·,-0.9%,14.1%,·,-1.1%,-0.4%,·,-2.2%,·,·
N#Cc1ccc2ccn(CC(=O)N3CCCc4ccccc43)c2c1,i,34.9%[activator],-4.3%,18.1%,?,3.4%,0.7%,?,-2.3%,i,i
CCOc1ccccc1NC(=O)CCC(=O)O,i,-6.8%,-1.2%,7.1%,i,-1.2%,1.8%,i,0.6%,i,i
Cc1cc(C(=O)CN2C(=O)c3ccccc3S2(=O)=O)c(C)n1-c1ccccc1,i,38.8%[activator],-0.9%,7.7%,i,-0.1%,0.2%,?,-0.6%,i,i
O=C(Nc1ccc(-c2nc3ccccc3[nH]2)cc1)c1ccco1,8.83e-08M*,10.9%,-0.9%,-1.9%,i,1.8%,0.7%,i,-2.2%,8.37e-08M*,i
CC1(C)CC(=O)C2=C(C1)N(Cc1ccco1)C(=O)C2(O)C(F)(F)F (stereo unspecified),i,·,·,·,i,·,·,i,·,i,i
O=C(NCCn1ccc2ccccc21)c1ccc2c(c1)OCO2,·,·,1.6%,1.0%,·,-1.9%,-0.4%,·,-2.7%,·,·
COc1ccc(C)cc1S(=O)(=O)NC1CCCCC1C (stereo unspecified),i,5.0%,-1.8%,8.4%,i,-0.5%,0.3%,i,-0.4%,i,i
CCOC(=O)c1ccc(NC(=O)Nc2ccc(OC)c(OC)c2)cc1,i,15.7%,-0.2%,-10.7%,?,-0.1%,-1.4%,i,-4.2%,i,i
C=CCn1c(N)cc(=O)nc1SCC(=O)NC(C)c1ccccc1 (stereo unspecified),i,-0.2%,1.1%,5.5%,i,1.0%,-1.6%,i,-1.6%,?,i
COC(=O)[C@@]1(Cc2ccc(F)cc2)[C@H]2c3cc(C(=O)N(C)C)n(CCc4c[nH]c5ccc(OC)cc45)c3C[C@H]2CN1C(=O)c1ccccc1,·,·,-3.7%,3.4%,·,0.7%,-1.3%,·,-1.1%,·,·
CCOC(=O)N1CCN(CC(O)COC2CC(C)CC(C)(C)C2)CC1 (stereo unspecified),i,14.6%,0.1%,3.8%,i,-1.6%,0.1%,i,0.3%,i,i
N#Cc1cccc(NC(=O)N2CC[C@@]3(CCCN(C(=O)c4cc(C(F)(F)F)cc(C(F)(F)F)c4)C3)C2)c1,i,120.3%[activator],-2.2%,17.7%,i,-3.6%,0.0%,i,-3.3%,i,i
COc1cccc(C2CC(c3ccccc3C)n3nc(N)nc3N2)c1 (stereo unspecified),·,·,-2.0%,7.4%,·,-1.3%,0.3%,·,-0.9%,·,·
O=S(=O)(c1ccccc1)N1CCC2(CC1)CN(c1ccccn1)C2,i,?,-0.8%,8.0%,i,-4.4%,-0.5%,i,-3.0%,i,i
COc1ccc(OC)c(S(=O)(=O)N2CCC(C(=O)NCc3ccccc3OC)CC2)c1,i,10.8%,-0.7%,3.2%,i,-1.1%,0.6%,i,1.3%,i,i
Cc1ccc(-n2ncc3c(=O)n(-c4ccc(C)c(C)c4)c(C)nc32)cc1,i,17.1%,-1.2%,?,i,1.7%,1.1%,i,0.3%,i,i
N#CC1=C(N)SC(N)=C(C#N)C1c1c(Cl)cccc1Cl,i,-2.5%,-11.9%,13.6%,i,25.5%,0.6%,i,?,i,i
COc1ccc(Cl)cc1NC(=O)CCn1cnc2ccccc2c1=O,i,9.1%,0.6%,-4.5%,i,0.0%,1.6%,i,0.6%,i,i
O=C(NCc1cccnc1)c1noc2c1CCCCC2,i,7.8%,-0.4%,4.5%,i,-1.5%,0.3%,i,0.1%,i,i
c1ccc(-c2onc3cc4c(cc23)OCCO4)cc1,·,?,-18.5%,?,·,-3.0%,1.1%,·,-13.5%,·,·
Cc1ccc(C)c(N2CCN(C(=O)CC3Sc4ccccc4NC3=O)CC2)c1 (stereo unspecified),i,25.5%,-2.8%,20.9%,i,-2.9%,0.5%,i,-2.5%,i,i
CCCC1=C(C(=O)OCC)C(c2ccc(O)cc2)n2ncnc2N1 (stereo unspecified),i,-5.0%,-1.1%,1.9%,i,2.0%,0.3%,i,0.6%,i,i
Cn1c(=O)c2ncn(CC(=O)Nc3ccc4c5c(cccc35)CC4)c2n(C)c1=O,i,38.9%[activator],-2.5%,0.2%,i,5.8%,-0.7%,?,-3.0%,?,i
